# HePTP inh: human HePTP phosphatase inhibition | P35236 | recombinant HePTP phosphatase activity, OD absorbance | inhibition, % at 20 µM | 0.64% of 110,000 active; in the data active = inhibition above about 50%;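 note: plate controls were vehicle for no effect and reference inhibitor for full effect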
# Target sequence (P35236 whole entry, looked up): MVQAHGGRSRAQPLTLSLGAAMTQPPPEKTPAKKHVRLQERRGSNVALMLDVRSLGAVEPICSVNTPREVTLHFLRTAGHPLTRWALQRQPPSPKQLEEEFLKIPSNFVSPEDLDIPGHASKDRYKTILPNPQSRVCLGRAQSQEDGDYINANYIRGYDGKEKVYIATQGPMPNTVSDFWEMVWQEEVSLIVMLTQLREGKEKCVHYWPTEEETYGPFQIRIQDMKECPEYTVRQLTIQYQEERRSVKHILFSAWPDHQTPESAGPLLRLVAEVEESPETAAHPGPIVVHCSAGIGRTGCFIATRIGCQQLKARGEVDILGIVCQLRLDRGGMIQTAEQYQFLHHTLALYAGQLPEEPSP
# BAP1 block: human BAP1 deubiquitinase inhibition; Q92560; recombinant BAP1, Ub-AMC hydrolysis fluorescence kinetic; hits give low values; activity remaining (% of control), % at 20 µM; 0.48% of 72,000 active; AID 436;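 active = activity remaining at or below 50% of control, provided the compound also passes the data quality filters; inactive = the rest, including low values that fail the filters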;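 note: 100% = DMSO wells rate and 0% = substrate alone blank rate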
# Target sequence (Q92560 whole entry, looked up): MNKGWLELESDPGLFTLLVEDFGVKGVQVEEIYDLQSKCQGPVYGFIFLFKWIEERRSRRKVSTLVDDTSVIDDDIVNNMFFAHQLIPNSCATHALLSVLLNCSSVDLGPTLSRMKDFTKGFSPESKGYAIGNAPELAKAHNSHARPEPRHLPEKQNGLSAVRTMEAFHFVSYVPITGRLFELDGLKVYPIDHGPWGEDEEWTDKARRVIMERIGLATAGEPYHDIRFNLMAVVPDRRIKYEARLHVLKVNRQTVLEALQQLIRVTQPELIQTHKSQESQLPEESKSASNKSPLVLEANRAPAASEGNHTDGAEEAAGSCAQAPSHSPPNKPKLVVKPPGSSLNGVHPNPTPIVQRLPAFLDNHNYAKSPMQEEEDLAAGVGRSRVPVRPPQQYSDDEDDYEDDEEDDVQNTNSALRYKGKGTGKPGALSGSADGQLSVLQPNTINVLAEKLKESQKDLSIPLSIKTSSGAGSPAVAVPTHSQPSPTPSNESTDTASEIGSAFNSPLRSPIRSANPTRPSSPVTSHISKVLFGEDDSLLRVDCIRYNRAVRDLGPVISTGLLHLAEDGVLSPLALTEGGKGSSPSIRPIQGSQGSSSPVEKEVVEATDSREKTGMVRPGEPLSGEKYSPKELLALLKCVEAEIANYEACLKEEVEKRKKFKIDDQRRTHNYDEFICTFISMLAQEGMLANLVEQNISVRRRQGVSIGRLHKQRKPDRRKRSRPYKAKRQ
# The depositor's hits bear a star; i = inactive; nt = no result given; & = joins results of further samples.
structure | HePTP inh | BAP1 block
CC(=O)NC1(c2ccccc2)CCN(Cc2nnnn2C(C)(C)C)CC1 | 4 | nt
COc1ccc(-c2nnnn2C)cc1S(=O)(=O)NCc1ccccc1 | 12 | 101
COc1cc(C=O)ccc1Oc1ncnc2sc3c(c12)CCCC3 | 3 | nt
CCOC(=O)C1=C(C)NC2=C(C(=O)c3ccccc32)C1c1ccc2c(c1)OCO2 (stereo not drawn) | 12 | 74
COc1cc2[nH]c(=O)n(CCC(=O)NC3CCCC3)c(=O)c2cc1OC | -9 | 91
CS(=O)(=O)c1ccc2nc(NC(=O)CCC(=O)c3cccs3)sc2c1 | 13 | 88
Cc1c(Cc2ccccc2)c(=O)oc2c(CN(C)C)c(O)c(Cl)cc12 | -4 | i
COc1ccccc1NC(=O)Nc1nnc(C(C)C)s1 | -3 | 73
Nc1ccc(SC(F)(F)F)cc1C(=O)c1ccccc1 | -5 | 80
Cc1[nH]n(-c2ccccc2)c(=O)c1C(c1ccccc1C(F)(F)F)c1c(C)[nH]n(-c2ccccc2)c1=O | -8 | nt

# Laid out differently: five of the compounds above
HePTP inh | BAP1 block | SMILES
-9 | 91 | COc1cc2[nH]c(=O)n(CCC(=O)NC3CCCC3)c(=O)c2cc1OC
12 | 74 | CCOC(=O)C1=C(C)NC2=C(C(=O)c3ccccc32)C1c1ccc2c(c1)OCO2 (stereo not drawn)
4 | nt | CC(=O)NC1(c2ccccc2)CCN(Cc2nnnn2C(C)(C)C)CC1
12 | 101 | COc1ccc(-c2nnnn2C)cc1S(=O)(=O)NCc1ccccc1
-3 | 73 | COc1ccccc1NC(=O)Nc1nnc(C(C)C)s1

# Remaining list, next part
structure | HePTP inh | BAP1 block
COC(=O)C(NC(=O)C(C)NC(=O)OCc1ccccc1)C(C)C (stereo not drawn) | 3 | nt
Cn1c(=O)c2c(nc(CN3CCN(c4ccc(F)cc4)CC3)n2Cc2ccccc2F)n(C)c1=O | 4 | 101
CCOC(=O)N1CCN(S(=O)(=O)c2ccc(OCC(=O)OC)cc2)CC1 | 8 | 103
NC(=O)c1cc2cc(Cl)ccc2oc1=Nc1ccccc1 | nt | 148
COc1ccccc1N1CCN(/N=C\c2cccs2)CC1 | 3 | nt
Oc1c(/C=C2/C=Nc3ccccc32)sc(=S)n1-c1cccc(C(F)(F)F)c1 | -7 | nt
COc1ccccc1CNC(=O)C1CCCN(S(=O)(=O)c2cccc3cccnc23)C1 (stereo not drawn) | 11 | 102
CCOC(=O)Nc1ccc2c(c1)N(C(=O)OCCN(C)C)c1ccccc1CC2 | 2 | 88
O=C(Nc1ccccc1I)c1ccccc1[N+](=O)[O-] | 1 | nt
Cc1cc(F)ccc1S(=O)(=O)Nc1c(C)n(C)n(-c2ccccc2)c1=O | 1 | 97

# Remaining list, next part:
structure | HePTP inh | BAP1 block
O=C(c1cccc(S(=O)(=O)N2CCCC2)c1)N1CCN(c2ccccc2)CC1 | -6 | 70
Cc1ccc(S(=O)(=O)Nc2ccccc2C(=O)NCc2ccco2)cc1 | 10 | nt
CCSc1nnc(-c2ccccc2N)c(=O)[nH]1 | 11 | 103
O=C(O)CC1SC(=Nc2ccccc2)N(c2ccccc2)C1=O (stereo not drawn) | 8 | nt
O=C(NCCCn1ccnc1)c1ccc(Cl)c(S(=O)(=O)N2CCOCC2)c1 | 2 | 109
COC(=O)c1nc2nc(C)cc(C)n2n1 | -9 | nt
COc1ccc(OC)c(S(=O)(=O)N2CCC(C(=O)Nc3cccc(C(F)(F)F)c3)CC2)c1 | 4 | 111
O=C1NC(=S)N(c2ccccc2)C(=O)/C1=C/c1ccc(Cl)cc1Cl | 32 | nt
Fc1ccc(-c2nnn(Cc3nc4ccccc4s3)n2)cc1 | 1 | 95
COc1cc(C2NC(=O)NC(C)=C2C(=O)OCCC#N)ccc1O (stereo not drawn) | nt | 60

# The listing continues.
structure | HePTP inh | BAP1 block
O=C(CSc1nc2ccccc2c(=O)n1-c1ccccc1)Nc1ccccc1 | -14 | nt
Cc1nnc(SCC(=O)Nc2ccccc2)n1CCc1ccccc1 | 9 | 77
COc1ccc(-c2cc(=O)oc3c(C)c(OCc4nn[nH]n4)ccc23)cc1 | 16 | 86
Cc1ccc(S(=O)(=O)N2CCN(C(=O)CN3CCOCC3)C2c2ccccc2)cc1 (stereo not drawn) | 4 | 93&97
CCOC(=O)C1CCCN(C(=O)C2c3ccccc3Oc3ccccc32)C1 (stereo not drawn) | -1 | 96
Cc1ccc(NC(=O)CS(=O)(=O)c2ccccc2)cc1 | 9 | nt
O=C(O)CCn1c(=O)c2cc3c(=O)n(CCC(=O)O)c(=O)c3cc2c1=O | 5 | nt
CNS(=O)(=O)c1cccc(C(=O)OCC(=O)Nc2ccccc2OC(F)F)c1 | 0 | 116
C/C(=N\NS(C)(=O)=O)c1ccc(O)cc1O | 2 | nt
COC(=O)c1[nH]c2ccccc2c1NS(=O)(=O)c1ccc(F)c(C)c1 | 6 | 99

# More records follow.
structure | HePTP inh | BAP1 block
O=C1CC(NCc2ccncc2)C(=O)N1c1ccccc1 (stereo not drawn) | -11 | 91
O=C(Cn1c(=O)n(-c2ccccc2)c(=O)n1CC(=O)N1CCCCC1)N1CCCCC1 | -6 | 92
O=C(Cc1cccs1)Nc1nnc(-c2ccncc2)s1 | 3 | nt
COc1cccc(N2C(=O)CC(N3CCN(C/C=C/c4ccccc4)CC3)C2=O)c1 (stereo not drawn) | -4 | nt
O=C1C(=O)N(c2nncs2)C(c2ccc(Cl)cc2)/C1=C(\O)c1ccc(F)cc1 (stereo not drawn) | 6 | nt
O=C(Nc1nc(-c2cccs2)cs1)c1cccc(S(=O)(=O)N2CCCCC2)c1 | 11 | nt
CCN(CC)c1nc(N2CCOCC2)c(C#N)c2c1CN(C)CC2 | 1 | 94
CCOC(=O)COc1ccccc1/C=C1\C(=O)NN(c2ccccc2)C1=O | 10 | nt
O=C(CCC(=O)NC1CCN(Cc2ccccc2)CC1)NCc1ccco1 | 0 | 107
Cc1ccc(C(=O)Oc2cccc(C3C4=C(CC(C)(C)CC4=O)NC4=C3C(=O)c3ccccc34)c2)cc1 (stereo not drawn) | 8 | nt

# New compounds follow.
structure | HePTP inh | BAP1 block
CCOC(=O)C1=NNC(C(=O)c2ccccc2)C1c1ccc(Br)cc1 (stereo not drawn) | -10 | nt
Cc1ccc(C2CC(C(F)(F)F)n3nc(C(=O)Nc4c(C)n(C)n(-c5ccccc5)c4=O)c(Cl)c3N2)cc1 (stereo not drawn) | -14 | nt
COc1cc(OC)cc(C(=O)N2CCCC2)c1 | -20 | nt
CCOc1ccc(NC(=O)CC2SC(N)=NC2=O)cc1 (stereo not drawn) | -5 | nt
CC(=O)c1cccc(S(=O)(=O)N2CCCC(c3nc(-c4ccc(C)o4)no3)C2)c1 (stereo not drawn) | -6 | 99
Cc1ccc(O)c(NC(=O)CCC2CCCCC2)c1 | 9 | 94
O=c1c(C(c2ccc(O)cc2)c2c(O)nc3n(c2=O)CCCS3)c(O)nc2n1CCCS2 | nt | 142
CCC(c1nnnn1CC1CCCO1)N(CCN1CCOCC1)Cc1cc2cc(C)ccc2[nH]c1=O (stereo not drawn) | 8 | 59
N#Cc1cc2c(nc1SCC(=O)NCc1ccc3c(c1)OCO3)CCCCC2 | -11 | 90
COc1ccccc1OCCSc1nc2ccc(N)cc2s1 | 10 | nt

# Next section:
structure | HePTP inh | BAP1 block
CC1CCc2cccc3c2N1c1cc(C#N)c(C#N)cc1O3 (stereo not drawn) | 5 | 63
Cc1[nH]c2ccc(S(N)(=O)=O)cc2c1C | 4&-3 | 92
CCOc1ccc(-c2[nH]ncc2Oc2ccccc2OC)c(O)c1 | 8 | 81
Cc1[nH]n(-c2ccccc2)c(=O)c1C(c1ccc(OC(=O)c2ccccc2F)cc1)c1c(C)[nH]n(-c2ccccc2)c1=O | 5 | nt
Cc1cc(OCC(=O)C(C)(C)C)c2c(C)c(C)c(=O)oc2c1 | 5 | 75
O=C(CSc1nc2ccccc2o1)Nc1ncccn1 | 0 | nt
Cc1ccc(-c2nc3ncccc3o2)cc1NC(=O)COc1ccc(C(C)(C)C)cc1 | 8 | nt
CN(C)C=Nc1ncnc2c(C#N)c3n(c12)CCCCC3 | 7 | nt
O=C(c1ccco1)N1CCN(c2nc3ccccc3c(=O)n2-c2ccccc2)CC1 | -10 | 89
O=C(OCCN1C(=O)c2ccccc2C1=O)c1ccc(S(=O)(=O)N2CCCCCC2)cc1 | 7 | 115

# Continuation.
structure | HePTP inh | BAP1 block
CCN(CC)C1CCCCC1NS(=O)(=O)c1ccc(Cl)cc1 (stereo not drawn) | 16 | 96
Cc1cccc(Cn2c(SCC(=O)Nc3ccccc3)nc3c2c(=O)[nH]c(=O)n3C)c1 | 14 | 86
O=C(O)CN1C(=O)C2CC=CCC2C1=O (stereo not drawn) | 5 | nt
C=CCn1c2ccccc2n2cc(-c3ccc(C)cc3)nc12 | 8 | nt
COc1ccc(-c2nnc(NC(=O)c3ccccc3C)o2)cc1 | 1 | 76
Cc1cccc2cc(C#N)c(N3CCN(C)CC3)nc12 | 7 | 110
O=C(CC1SC(=Nc2ccccc2)N(c2ccccc2)C1=O)NCc1ccccc1 (stereo not drawn) | 0 | nt
Cn1c(SCC(=O)NC2CC2)nnc1C(F)(F)F | -2 | 138
Cc1[nH]n(-c2ccccc2)c(=O)c1/C=N/NC(=O)COc1ccc(C(C)(C)C)cc1 | -19 | nt
Cc1nc2sccn2c1-c1nc(-c2cc3ccccc3o2)cs1 | 2 | 86

# Going on with the list.
structure | HePTP inh | BAP1 block
O=C(Nc1ccccc1F)C1(c2ccccc2)CC1(Cl)Cl (stereo not drawn) | -10 | nt
CC(=O)N1CCN(C(=O)Nc2cccc(C(F)(F)F)c2)CC1 | 6 | 104
Cn1c(N2CCN(c3ccccn3)CC2)nc2c1c(=O)n(Cc1ccc(Cl)cc1)c(=O)n2C | 9 | 65
Cc1ccc(OCC(O)Cn2c3ccccc3c3ccccc32)cc1C (stereo not drawn) | 0 | nt
O=C(c1ccc(Br)o1)N(c1ccc(Br)cc1)C1C=CS(=O)(=O)C1 (stereo not drawn) | -5 | 100
Cc1csc(NC(=O)C2CCN(C(=O)CSc3nnc(C)n3Cc3ccccc3)CC2)n1 | -2 | 100
COC(=O)CSC1=C(C#N)C(c2sccc2C)CC(=O)N1 (stereo not drawn) | nt | 114
O=C(OCC(=O)N1CCc2ccccc21)c1cccnc1 | -3 | 98
CCOC(=O)C(C)Oc1ccc2c(C)c(CC)c(=O)oc2c1 (stereo not drawn) | 2 | nt
O=C(Nc1ccccc1C(F)(F)F)c1cnn2c(C(F)(F)F)cc(-c3ccccc3)nc12 | 6 | nt

# Next structures.
structure | HePTP inh | BAP1 block
O=C(Nc1cnc2ccccc2c1)C1COc2ccccc2O1 (stereo not drawn) | 8&3 | 96
CC(C)NC(=O)COc1cccc(Cl)c1 | 4 | 54
CC(C)CCNC(=O)C(=O)Nc1ccccc1F | 2 | nt
CCc1ccc(NC(=O)CSc2ccc(Cl)cc2)cc1 | -13 | nt
CCOC(=O)Cc1nnc(Nc2cccc(C)c2)c2ccccc12 | 4 | nt
CCOC(=O)c1sc(NC(=O)c2nn3c(c2Cl)NC(c2cccs2)CC3C(F)(F)F)c(C(=O)OCC)c1C (stereo not drawn) | -4 | nt
COc1cc(C=C2C(=O)NC(=O)NC2=O)cc(I)c1OCc1ccc([N+](=O)[O-])cc1 | 1 | nt
Cc1ncsc1C(=O)Nc1nc2c(s1)CC(C)CC2 (stereo not drawn) | -1 | 78
C=CCn1c(SCC(=O)Nc2cc(C)ccc2OC)nnc1-c1ccco1 | -4 | 103
CC(C)Oc1cccc(C(=O)N2CCCC2)c1 | 0 | nt

# (list continues)
structure | HePTP inh | BAP1 block
COc1cc(CN2CCN(c3cccc(C)c3C)CC2)cc(Br)c1O | -11 | 106
COC(=O)NC1CSCC1OC(=O)CCN1C(=O)c2ccccc2C1=O (stereo not drawn) | 14 | 90
O=S1(=O)C=C(N2CCOCC2)c2ccccc21 | 3 | nt
CCOc1ccc(-n2ccnc2SCC(=O)NCc2ccc3c(c2)OCO3)cc1 | 10 | 102
C=CCN(c1ccccc1C(=O)O)S(=O)(=O)c1ccc(C)cc1 | -6 | 76
Nc1nc2c(s1)CC(c1ccccc1)CC2 (stereo not drawn) | 0 | 100
CCOc1ccc2nc(SCC(=O)Nc3cc(Cl)ccc3C)sc2c1 | -8 | nt
COCCOC(=O)c1c(C)oc2ccc(OC(=O)c3ccc(OC)cc3)cc12 | -5 | nt
O=C(NCc1ccc(F)cc1)c1cc(-c2cccs2)on1 | -7 | 89
COc1ccc2c(c1)OCC/C2=N/OC(=O)c1ccc(OC)c([N+](=O)[O-])c1 | 11 | nt

# (list continues)
structure | HePTP inh | BAP1 block
Cc1ccc(C(=O)Nc2sc3c(c2C(=O)N2CCCCCC2)CCC(C)C3)cc1 (stereo not drawn) | 7 | nt
CCn1c(CCC(=O)Nc2nc3c(s2)CCCC3)nc2cc(S(=O)(=O)N(C)C)ccc21 | 21 | 87
CC(=O)N1C(=O)C2(C(C#N)=C(N)Oc3n[nH]c(-c4ccccn4)c32)c2ccccc21 (stereo not drawn) | 5 | 107
Cc1oc(C(=O)O)cc1COc1ccc2oc3ccccc3c2c1 | 8 | nt
Cc1[nH]n(-c2ccc(Cl)cc2)c(=O)c1/C=N/NC(=O)c1ccccc1[N+](=O)[O-] | 4 | nt
CCN(CC)c1ccc(N=Cc2c(O)[nH]c(=S)[nH]c2=O)cc1 | 0 | nt
COc1ccc(NC(=O)C(c2ccccc2)c2ccccc2)c([N+](=O)[O-])c1 | 6 | nt
O=C1c2ccc(Oc3cccc([N+](=O)[O-])c3)cc2C(=O)N1c1ccc(O)cc1 | nt | 67
Cc1nc2cc(N3CCN(C)CC3)c(NC(=O)Cc3ccccc3)cc2c(=O)n1Cc1ccccc1 | 11 | 94
Cc1cccc(NC(=O)c2cccs2)n1 | 4 | nt
O=C(Oc1ccc([N+](=O)[O-])cc1)c1cc(S(=O)(=O)N2CCOCC2)ccc1Cl | 6 | nt
COc1ccc(C2=NN(c3nc(-c4ccc(C)c(C)c4)cs3)C(c3ccc(OC)cc3)C2)cc1 (stereo not drawn) | -1 | nt

# Screens (PubChem BioAssay)
